# FUS yeast rescue: suppressors of FUS proteinopathy in yeast; S. cerevisiae FUS-expressing, growth rescue, OD600, 24 h; Potency, µM (titrated, usually from 76.6 µM), for the others: at the top dose growth rescue (activation), actives largely listed as activators; actives 0.24% (n = 390,000);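 note: potency is the fitted concentration of half-maximal effect; plate controls were DMSO vehicle for no effect and reference control for full effect; nearly all actives have a fitted effect of over 55% in size; some results filed as inactive show a strong effect at the top dose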
#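 Restored growth of FUS-toxic S. cerevisiae, read as 600 nm absorbance after 24 h at 30C in galactose medium (starting OD 0.005). Controls CP55940 and DMSO.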
# WRN inhibitor: inhibitors of human WRN helicase | Q14191 | WRN helicase unwinding, fluorescent forked duplex, kinetic | Potency, µM (series often up to 114 µM), for inactives: at the top dose activity change, negative = inhibition, most hits filed as inhibitors | actives 0.46% (n = 360,000) | AID 651768; note: potency is the fitted concentration of half-maximal effect; % is set by controls: 0 for no effect and ±100 for the full control effect; nearly all actives have a fitted effect of over 55% in size
# Target sequence (Q14191 whole entry, looked up): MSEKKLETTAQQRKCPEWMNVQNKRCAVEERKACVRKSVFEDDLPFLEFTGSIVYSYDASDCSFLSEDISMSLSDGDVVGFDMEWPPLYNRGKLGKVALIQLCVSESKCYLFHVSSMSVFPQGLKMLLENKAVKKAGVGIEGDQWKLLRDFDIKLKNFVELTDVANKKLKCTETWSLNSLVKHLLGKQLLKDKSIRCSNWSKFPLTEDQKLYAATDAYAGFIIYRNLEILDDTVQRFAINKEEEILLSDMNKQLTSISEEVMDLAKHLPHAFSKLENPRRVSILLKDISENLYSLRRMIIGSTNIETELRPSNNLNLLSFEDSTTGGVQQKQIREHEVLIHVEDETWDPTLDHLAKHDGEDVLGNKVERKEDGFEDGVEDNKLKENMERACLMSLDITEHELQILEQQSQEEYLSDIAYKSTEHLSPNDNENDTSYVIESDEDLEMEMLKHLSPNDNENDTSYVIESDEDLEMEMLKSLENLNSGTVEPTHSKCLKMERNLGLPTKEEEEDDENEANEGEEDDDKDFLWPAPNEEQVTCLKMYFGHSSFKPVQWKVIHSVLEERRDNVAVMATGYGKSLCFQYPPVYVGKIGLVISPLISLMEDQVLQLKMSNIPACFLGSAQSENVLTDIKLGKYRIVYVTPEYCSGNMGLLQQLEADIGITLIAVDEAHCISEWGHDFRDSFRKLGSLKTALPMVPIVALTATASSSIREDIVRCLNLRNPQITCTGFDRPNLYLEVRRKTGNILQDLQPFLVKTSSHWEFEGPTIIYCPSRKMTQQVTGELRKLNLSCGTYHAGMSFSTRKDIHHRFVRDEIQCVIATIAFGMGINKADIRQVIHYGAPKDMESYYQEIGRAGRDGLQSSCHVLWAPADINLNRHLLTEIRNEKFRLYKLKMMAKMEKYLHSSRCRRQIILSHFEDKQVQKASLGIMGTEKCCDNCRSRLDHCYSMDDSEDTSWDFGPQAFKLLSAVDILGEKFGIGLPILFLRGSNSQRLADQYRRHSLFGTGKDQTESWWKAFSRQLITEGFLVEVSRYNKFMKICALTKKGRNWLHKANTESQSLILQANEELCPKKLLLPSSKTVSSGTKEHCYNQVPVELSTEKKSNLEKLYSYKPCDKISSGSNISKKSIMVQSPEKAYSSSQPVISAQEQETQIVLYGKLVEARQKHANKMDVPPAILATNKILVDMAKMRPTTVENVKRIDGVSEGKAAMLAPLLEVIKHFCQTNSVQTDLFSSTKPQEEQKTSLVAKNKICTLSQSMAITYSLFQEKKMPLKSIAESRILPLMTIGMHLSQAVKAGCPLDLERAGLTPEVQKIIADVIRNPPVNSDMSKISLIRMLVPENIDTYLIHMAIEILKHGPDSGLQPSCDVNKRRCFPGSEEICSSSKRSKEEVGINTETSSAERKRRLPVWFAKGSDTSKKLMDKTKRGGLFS
#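 Kinetic red-fluorescence monitoring (525/598 nm) tracks WRN helicase activity after 100 nM fluorophore-quencher forked duplex and 2 mM ATP are added to 20 nM enzyme pretreated 15 min at room temperature with compound.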
# EPAC1 antag: EPAC1 (human) antagonism | EPAC1 GEF assay, Rap1b-BODIPY-GDP exchange fluorescence | Potency, µM (doses to about 115 µM), inactives show top-dose activity change, negative = inhibition, hits mostly inhibitors | O95398 | actives 0.14% (n = 360,000);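 note: potency is the fitted concentration of half-maximal effect; plate controls were vehicle for no effect and positive control for full effect; nearly all actives have a fitted effect of over 50% in size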
# Abeta rescue: compounds reversing amyloid beta toxicity in yeast; yeast expressing A-beta42, growth rescue, OD600, 48 h; response scale: 0% DMSO, 100% iron-clioquinol control; Potency, µM (highest dose often 46.1 µM), without a hit: top-dose growth rescue, hits mostly activators; actives 0.063% (n = 410,000); AID 1347071; note: potency is the fitted concentration of half-maximal effect; nearly all actives have a fitted effect of over 55% in size
#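 Yeast growth medium received pinned compounds, then yeast cells expressing toxic A-beta were added; plates incubated at 30 C for 48 hr. Growth read as absorbance at 600 nm, normalized to DMSO and equimolar FeCl3 plus clioquinol controls.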
# EPAC1 agonist: activates human EPAC1 exchange factor; actives 0.073% (n = 360,000); Potency, µM (highest dose often 154 µM), for the others: at the top dose activation, hits mostly activators; O95398; EPAC1 agonist qHTS, biochemical assay; response scale: 100% = response to 6.5 mM cAMP; note: potency is the fitted concentration of half-maximal effect; nearly all actives have a fitted effect of over 60% in size
#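 Nucleotide exchange by EPAC1 (100 nM) on Rap1B–BODIPY-GDP (250 nM) in the presence of 50 uM GDP is tracked fluorescently at 480/540 nm over 30 min. Signals are normalized to a 6.5 mM cAMP control.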
# IL-2 act: activators of IL-2; IL-2 activation reporter assay, cell-based qHTS; stimulated with anti-CD3/CD4/CD28 beads; in transgenic mouse T cells; activation, % (series mostly up to about 46 µM); actives 0.065% (n = 360,000); AID 652025; in the data active = activation above about 50%; inconclusive = mostly about 30% to 49%; note: 0% is about no effect
#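 Using fluorescent plate cytometry, EGFP and DsRed are detected in transgenic mouse T cells stimulated 18 h at 37 degrees C with antibody-coated beads after 60 min compound pretreatment.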
# PLK1 PBD block: inhibitors of human PLK1 polo-box domain binding; Potency, µM, without a hit: max response, negative = inhibition, actives largely listed as inhibitors; P53350; AID 720504; Plk1 PBD binding of FITC phosphopeptide, fluorescence polarization; actives 2.8% (n = 360,000); note: potency is the fitted concentration of half-maximal effect; series mostly up to about 57 µM; % is set by controls: 0 for no effect and ±100 for the full control effect; nearly all actives have a fitted effect of over 65% in size
# PI5P4K alpha inh: blocks human PI5P4K alpha kinase activity; P48426; PI5P4Kalpha enzyme, ADP-Glo luminescence, 60 min; stronger effect = lower value; max response, %; actives 1.2% (n = 330,000); AID 652105; active = max response of -50% or lower; inconclusive = between -30% and -50%; inactive = -30% or higher; note: value at the top dose of about 77 µM; % is set by controls: 0 for no effect and ±100 for the full control effect
#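 qHTS, 1536-well: enzyme/substrate mix, compound by pin tool, 5 microM ATP final; RT 60 min; ADP-Glo reagents 1 (45 min) then 2 (30 min); luminescence.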
# * = called active by the depositor; ? = inconclusive; . = not tested or not shown; [ ] = another dose, or the depositor's remark. Unless noted, calls come from the whole dose curve; as a rule, active = well fitted curve in the direction sought with a large enough effect; inconclusive = small, poorly fitted or top-dose-only effect, or another doubt; inactive = no such curve, though single readings can be large; an effect the other way counts as inactive or inconclusive. The list is partial; rates above refer to the full screens.
# A first look, three compounds:
# Screens in order – WRN inhibitor	FUS yeast rescue	EPAC1 agonist	Abeta rescue	PLK1 PBD block	EPAC1 antag	PI5P4K alpha inh	IL-2 act
CCOc1ccc(NS(=O)(=O)c2ccc(Cl)c(N=Nc3c(O)[nH]c(=S)[nH]c3=O)c2)cc1Br
  ?	15.0%	-1.7%	-7.9%	?	-21.4%	?	-1.4
Cc1cc(C)n2c(Br)c(CN3CC4CC(C3)c3cccc(=O)n3C4)nc2n1 (configuration not stated)
  1.7%	-21.6%	-3.4%	6.3%	2.7%	11.6%	-4.7	-1.4
C=CCn1c(O)c(C(CC)=NCc2ccco2)c(=O)[nH]c1=O
  -27.0%	-8.4%	-0.5%	3.8%	-0.5%	-12.4%	2.3	-0.8

# The list itself, from the start:
# Screens in order – WRN inhibitor	FUS yeast rescue	EPAC1 agonist	Abeta rescue	PLK1 PBD block	EPAC1 antag	PI5P4K alpha inh	IL-2 act
CCOc1ccc(NS(=O)(=O)c2ccc(Cl)c(N=Nc3c(O)[nH]c(=S)[nH]c3=O)c2)cc1Br
  ?	15.0%	-1.7%	-7.9%	?	-21.4%	?	-1.4
Cc1cc(C)n2c(Br)c(CN3CC4CC(C3)c3cccc(=O)n3C4)nc2n1 (configuration not stated)
  1.7%	-21.6%	-3.4%	6.3%	2.7%	11.6%	-4.7	-1.4
C=CCn1c(O)c(C(CC)=NCc2ccco2)c(=O)[nH]c1=O
  -27.0%	-8.4%	-0.5%	3.8%	-0.5%	-12.4%	2.3	-0.8
CC1(C)COC(Nc2cccc(Cl)c2)=N1
  0.6%	10.2%	5.3%	-9.6%	-10.5%	1.1%	-4.4	-0.8
Cc1ccccc1NC(=S)NC(NC(=O)CF)C(Cl)(Cl)Cl (configuration not stated)
  -4.4%	0.3%	-1.4%	5.8%	-11.0%	-8.1%	-1.9	2.8
O=C1CCCN1C(=O)c1cncc(Br)c1
  -5.1%	-2.6%	4.5%	3.8%	-3.6%	5.1%	.	-0.3
CCOC(=O)C1C(=O)N(C)C2(C)CC1c1cc(OC)ccc1O2 (configuration not stated)
  -7.3%	0.3%	-1.4%	-9.2%	-3.7%	1.0%	.	1.8
Cn1cc(C(=O)c2ccccc2)c2ccccc21
  -8.0%	-19.2%	-10.5%	-3.9%	-10.7%	-6.1%	4.2	-1.9
Cc1cc(C)[n+](C2C3CC4CC(C3)CC2C4)o1 (configuration not stated)
  -3.0%	0.3%	-3.9%	8.2%	-13.5%	-4.2%	-3.8	1.7
CC(Cc1ccccc1)[n+]1cc(/N=C(\[O-])N(C)C)on1 (configuration not stated)
  5.9%	20.2%	-1.6%	-11.3%	-5.8%	20.9%	0.7	-3.4
COc1ccc2[nH]c(C)c(CCN3CCC(=O)C(C)C3C)c2c1 (configuration not stated)
  4.3%	-6.2%	3.5%	1.2%	-1.0%	6.3%	0.0	0.9
COc1ccc(-n2nc(C(=O)NCC(=O)N3CCC4(CC3)OCCO4)c3ccccc3c2=O)cc1Cl
  -4.9%	9.8%	8.2%	5.8%	-3.3%	-6.4%	4.4	-3.3
c1cncc(CNC2CCCC2)c1
  -5.7%	-6.3%	9.4%	-1.1%	-22.5%	-2.6%	-0.6	-0.4
O=c1c2ccccc2ncn1-c1ccc([N+](=O)[O-])c(C(F)(F)F)c1
  1.8%	-11.0%	-2.2%	8.3%	-0.6%	3.8%	-4.6	-3.3
O=C1NC(=S)N(c2ccccc2F)C(=O)/C1=C\c1cccs1
  50.1µM*	.	2.5%	-11.6%	7.52µM*	-15.6%	-91.1*	-1.0
O=c1c2ccccc2sn1-c1ccc(Cl)cc1
  -3.1%	-25.9%	-0.8%	-81.9%[inhibitor]	2.99µM*	1.0%	-99.5*	-3.2
O=C(NCP(=O)(Oc1ccccc1)Oc1ccccc1)OCc1ccccc1
  9.3%[57.1 µM]	-8.5%	-8.2%	1.6%	-6.6%	-18.3%	1.2	2.0
O=C(Cc1ccc([N+](=O)[O-])cc1)N1CCN(Cc2ccc3c(c2)OCO3)CC1
  -2.1%	12.8%	7.1%	2.3%	-4.6%	5.1%	-0.7	-0.4
CC12CCCCC1=NC(c1ccc(Br)cc1)N2O (configuration not stated)
  0.0%	-4.7%	-3.3%	-12.0%	-17.9%	0.2%	.	-1.9
Cc1ccc(N2Cc3ccccc3C2=N)cc1[N+](=O)[O-]
  -3.0%	7.4%	1.2%	-4.7%	-1.4%	5.5%	2.1	1.0
CCc1nc2ccccc2c(=O)n1-c1cccc(OC)c1
  -12.9%	-8.0%	9.9%	7.4%	-4.3%	-8.4%	.	-1.4
Clc1ccc(OCC#CCN2CCOCC2)cc1
  7.7%	-35.5%	0.1%	9.0%	-1.1%	-0.9%	6.7	-1.9
O=[N+]([O-])/C(Cl)=C1\NCCN1Cc1ccc(Cl)nc1
  0.4%	-18.7%	3.3%	8.6%	-8.8%	7.1%	-8.2	-1.1
CCCCn1c(=O)c(C(=O)Nc2cnccn2)c(O)c2ccccc21
  2.9%	2.3%	1.0%	5.3%	-5.9%	9.3%	-8.9	0.5
COc1cccc(-c2nc3ccc(N4CCN(C)CC4)cc3[nH]2)c1
  -12.9%	-13.8%	14.7%	-10.2%	4.7%	-11.7%	0.2	-1.7
Clc1cccc(N2Cc3cc(-c4ccccc4)ccc3-n3nncc3C2)c1
  ?	4.3%	-7.8%	-23.7%	-21.5%	?	?	-0.9
O=P(O)(O)Cc1ccccc1OP(=O)(c1ccccc1)c1ccccc1
  -2.8%	.	0.3%	-22.3%	-10.0%	-12.2%	5.7	0.2
CN1CC[C@]23c4c5ccc(OC6OC(C(=O)O)[C@@H](O)C(O)[C@H]6O)c4OC2C(O)C=CC3[C@H]1C5 (some centres not stated)
  -1.5%	-35.6%	-15.2%	-2.0%	-14.6%	-8.3%	-5.8	-0.2
COC(=O)C1=C(c2ccc(F)cc2F)C[C@@H]2CC[C@H]1N2C(=O)N1CCCCC1
  2.2%	7.4%	1.0%	0.6%	-0.7%	-1.7%	-1.1	-2.1
Cc1ccc(C2(O)CCN3CCCCC32)cc1 (configuration not stated)
  -12.7%	14.9%	0.9%	9.1%	-10.0%	-1.6%	10.1	-2.6
O=S(=O)(O)C(=Cc1ccccc1)c1ccccc1 (tested in a mixture with another compound)
  -0.7%	.	-1.5%	7.4%	-0.8%	1.0%	-4.5	0.7
CCOC(=O)[C@]12Cc3ccccc3[C@H]1N(Cc1ccccc1)C(=O)c1ccccc12
  -9.9%	12.5%	-1.1%	-3.3%	2.5%	-7.1%	4.3	-0.6
O=c1cc(CN2CCNCC2)nc2sccn12
  2.7%	5.3%	10.0%	-4.3%	-2.7%	-2.8%	1.6	-1.8
O=c1[nH]c(=O)n(Cc2ccco2)c(O)c1C=NCc1ccco1
  -4.9%[11.6 µM]	14.5%	4.1%	7.0%	-17.4%	7.3%	.	0.6
CCOC(=O)CSc1ccc(C(=O)N2CCC3(CC2)OCCO3)cc1[N+](=O)[O-]
  11.0%	-7.0%	10.6%	-7.3%	-10.8%	-23.6%	-0.1	-3.8
COc1ccc(Cc2nccc3cc(OC)c(OC)cc23)cc1OC
  12.4%	-21.2%	1.5%	0.0%	-10.3%	-4.5%	0.4	-0.5
CC(C)(C)NC(=O)Cn1cc(C(=O)c2ccccc2F)c2ccccc21
  9.1%	-7.3%	-7.1%	0.8%	-16.6%	3.9%	0.4	0.0
Cc1cc(C)c2c(c1)NP(=S)(c1ccccc1)N2 (configuration not stated)
  ?	14.3%	8.6%	-8.5%	-17.9%	-19.8%	1.0	0.9
CC1CCC(N(C)C2CCN(C)CC2)CC1 (configuration not stated)
  10.9%	-21.2%	5.1%	11.6%	2.6%	6.6%	0.6	0.6
COc1cc2c(cc1OC)C(C(=O)NC(C)C)C1CCCCN1C2=O (configuration not stated)
  -2.3%	-1.4%	4.4%	-0.6%	2.2%	-3.3%	-1.7	0.7
CC1CCCC(C)N1/N=C/c1c[nH]c2ccc(Br)cc12 (configuration not stated)
  -28.9%[57.1 µM]	20.8%	-0.9%	2.3%	-5.0%	-8.8%	21.5	-4.4
O=S(=O)(NC1CCCCCCC1)OCC(Cl)(Cl)Cl
  -3.1%	-26.2%	-7.3%	-27.4%	-9.0%	-8.8%	-0.7	-0.4
Cc1ccccc1C(=O)N1CC1C (configuration not stated)
  3.3%	.	-3.9%	-2.7%	4.7%	13.5%	-2.5	-3.8
COC(=O)C1=C(c2ccccc2)C[C@@H]2CC[C@H]1N2C(=O)NCCS(C)=O (some centres not stated)
  5.8%	-22.8%	11.0%	0.0%	-6.7%	2.4%	3.9	0.0
CCOc1ccc(C(C)=O)cc1Cc1c(O)[nH]c(=S)[nH]c1=O
  2.0%	3.2%	-10.8%	-20.8%	29.9µM*	-19.6%	?	0.2
CCOC(=O)C(O)(c1ccc(NC(=S)NC(=O)c2ccc(Cl)cc2Cl)cc1)C(F)(F)F (configuration not stated)
  -24.1%[57.1 µM]	15.9%	9.5%	?	-1.8%	-6.6%	12.6	-0.7
C=CCn1c(O)c(C(C)=Nc2cccc(C(F)(F)F)c2)c(=O)[nH]c1=O
  -2.1%	3.3%	0.0%	1.2%	2.4%	5.4%	-16.6	-4.2
CCCNC(=O)C1(C)CCN(Cc2ccc3ccccc3c2Br)C1 (configuration not stated)
  -4.3%	2.6%	7.1%	0.8%	-15.4%	?	-11.7	-0.8
CNP1(NC)=Nc2nn(-c3ccccc3)c(N)c2C(c2ccccc2)=N1
  -3.5%	-1.2%	9.6%	-6.1%	-10.6%	3.9%	.	-2.7
Clc1cccc(N2CCNCC2)c1Cl
  17.3%	?	-4.3%	-17.0%	-4.0%	13.2%	5.2	-3.0
COC(=O)c1ccc(COC(=O)c2nn(C)c(=O)c3ccccc23)cc1
  -1.0%	-3.0%	-6.6%	-7.3%	-4.6%	?	1.0	-1.2
O=C1C2(Cl)C3(Cl)C4(Cl)C(Cl)(Cl)C5(Cl)C3(Cl)C1(Cl)C5(Cl)C24Cl (configuration not stated)
  2.8%	-32.4%	-1.5%	-78.1%[inhibitor]	-2.9%	-22.7%	-0.5	-0.3
C[C@]12CCC(=O)C=C1CCC1C2CC[C@@]2(C)C1CC[C@@H]2O (some centres not stated)
  12.0%	-7.3%	-1.1%	-5.4%	-1.5%	-5.2%	2.7	0.0
